# GRK2 inh: inhibitors of human GRK2 displacing RNA aptamer. P25098. bead flow cytometry, FAM-aptamer displacement from GRK2. inhibition of aptamer binding, % at 10 µM. actives 0.59% (n = 330,000). AID 488847;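 active = inhibition of aptamer binding above 40%, roughly 3 SD of noise, on plates passing a quality check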;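 also: median bead fluorescence of bound FAM aptamer so fluorescent compounds give negative values; no value below 0 was filed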
# Target sequence (P25098 whole entry, looked up): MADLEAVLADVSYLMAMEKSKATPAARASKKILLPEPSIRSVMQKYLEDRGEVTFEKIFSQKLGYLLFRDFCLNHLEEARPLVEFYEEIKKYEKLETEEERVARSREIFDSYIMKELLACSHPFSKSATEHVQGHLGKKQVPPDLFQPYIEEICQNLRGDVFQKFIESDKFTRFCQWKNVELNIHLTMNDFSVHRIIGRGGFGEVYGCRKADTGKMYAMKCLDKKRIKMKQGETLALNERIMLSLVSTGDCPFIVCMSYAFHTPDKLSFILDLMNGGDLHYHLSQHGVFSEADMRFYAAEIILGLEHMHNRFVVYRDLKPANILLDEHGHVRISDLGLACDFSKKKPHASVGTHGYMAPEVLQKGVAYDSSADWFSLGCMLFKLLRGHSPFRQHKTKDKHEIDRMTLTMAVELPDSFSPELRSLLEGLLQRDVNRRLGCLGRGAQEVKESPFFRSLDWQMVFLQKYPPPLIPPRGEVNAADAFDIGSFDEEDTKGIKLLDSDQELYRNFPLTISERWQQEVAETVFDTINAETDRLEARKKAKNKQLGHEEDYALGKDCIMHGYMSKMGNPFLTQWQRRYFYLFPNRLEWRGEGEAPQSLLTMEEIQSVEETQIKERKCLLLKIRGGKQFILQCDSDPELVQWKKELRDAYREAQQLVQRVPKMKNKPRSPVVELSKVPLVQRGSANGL
# Yeast superoxide: yeast age-related superoxide inhibition as caloric restriction mimetic. S. cerevisiae aged cells, superoxide DHE fluorescence; active compounds read low. superoxide response (% of plate mean), % at 10 µM. actives 0.18% (n = 330,000). AID 2690;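 active = superoxide response under a set limit, about three screen SD below normal, cut at about 65% in these data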;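 also: yeast aged for seven days with compound at 30 °C before DHE staining; 100% = average MFI of all compound-treated wells on the plate with controls excluded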
# An asterisk follows results filed as active. Some of the compounds tested; the hit share may differ from the screen's.
SMILES,GRK2 inh,Yeast superoxide
CC[C@]12c3[nH]c4cc(-c5ccco5)ccc4c3CCN1C(=O)[C@@H](CC(=O)NCc1ccc(OC)c(OC)c1)C[C@@H]2C(=O)N1CCN(C(=O)c2ccco2)CC1,16,80
O=C1c2ccccc2[C@@H]2CC(O)C(O)CCN12 (some centres not stated),1,96
COC(=O)c1ccc2c(c1)c(C#Cc1ccccc1)c(-c1ccccc1)n2C,0,122
CCCCNC(=O)C(C)N(CCN(C)C)C(=O)CCCN1C(=O)NC(c2ccc([N+](=O)[O-])cc2)C(C(=O)OCc2ccccc2)=C1C (configuration not stated),0,103
COc1cc2oc(=O)cc(-c3ccc(-c4ccc(N(C)C)cc4)cc3)c2c(OC)c1OC,0,106
CN(C)CCCNC(=O)C[C@H]1C[C@H](C(=O)N2CCCCC2)[C@@]2(CCc3ccccc3)c3[nH]c4cc(CCC(=O)N(C)C)ccc4c3CCN2C1=O,0,104
COc1ccc2[nH]c3c(c2c1)CCN1C(=O)C(CC(=O)NCCCn2ccnc2)C[C@H](C(=O)N2CCOCC2)[C@@]31CCC1CCCC1 (some centres not stated),1,103
CC(C)(C)NC(=O)C(c1ccc(-c2ccccc2)cc1)N(C[C@H]1CC[C@@H]([C@@H]2CC[C@H](CO)O2)O1)C(=O)c1ccc(C(C)(C)C)cc1 (some centres not stated),3,109
COC(=O)[C@H](CCSC)NC(=O)Cn1cnc2c(NCc3ccccc3)ncnc21,0,117
COc1ccc(C2/C=C\CC(OCc3ccccc3)CC(=O)N2Cc2cccc(F)c2)cc1 (configuration not stated),1,92
COc1ccc(-c2ccc(-c3cc(=O)oc4c(C(C)C)ccc(C)c34)cc2)cc1,4,104
COc1cc(C2CC(=O)Oc3ccc(C(C)(C)C)cc32)cc(OC)c1OC (configuration not stated),2,89
O=C1CS(=O)(=O)N(Cc2ccccc2F)c2ccc(Br)cc21,0,87
CC(O)c1cccc(-c2ccc(CN3C[C@]4(CO)O[C@@H](CO)C[C@@H]4S3(=O)=O)cc2)c1 (some centres not stated),0,127
Cc1ccc(NC(=O)c2ncn(CC(=O)N3CCN(c4ccccn4)CC3)n2)cc1C,2,100
Cc1cccc(C2=NN(c3ccc(Br)cc3)[C@@H](C(=O)N3CCOC3=O)[C@@H]2c2ccccc2)c1,0,99
CC(C)[C@@H](CO)N(C)S(=O)(=O)c1ccccc1Br,0,110
CN[C@H](C(=O)NC[C@H]1O[C@@H](n2cnc3c(N)ncnc32)[C@H](O)[C@@H]1O)[C@@H](C)OCc1ccccc1,0,97
Nc1ncnc2c1ncn2[C@@H]1O[C@H](CNC(=O)[C@H]2CCC(=O)N2)[C@@H](O)[C@H]1O,0,106
CCOC(=O)C1=CN(Cc2cccc(F)c2)S(=O)(=O)N(C)C1c1ccc2ccccc2c1 (configuration not stated),0,106
CN(C)CCCNC(=O)C[C@H]1C[C@H](C(=O)N2CCCCC2)[C@@]2(CCc3ccccc3)c3[nH]c4ccc(Cl)cc4c3CCN2C1=O,0,110
CCOC(=O)C1=CN(Cc2cccc(F)c2)S(=O)(=O)NC1c1ccc(Br)cc1F (configuration not stated),0,106
COc1ccc2[nH]c3c(c2c1)CCN1C(=O)C(CC(=O)NCCCN(C)C)C[C@H](C(=O)N2CCCCC2)[C@@]31CCc1ccccc1 (some centres not stated),0,87
CCN1C[C@@H]2[C@@H]3C(=O)N(Cc4ccccc4)C(=O)[C@@H]3[C@](CC)(C(=O)OC)N2C1=NC,0,97
O=C(c1ccccc1NS(=O)(=O)c1ccc([N+](=O)[O-])cc1[N+](=O)[O-])N1O[C@@H]2C=C[C@H]1C2,2,98
COc1ccc(C2CC(=O)Oc3cc(OC)ccc32)cc1 (configuration not stated),2,110
C[C@H](N)C(=O)NC[C@H]1O[C@@H](n2cnc3c(N)ncnc32)[C@H](O)[C@@H]1O,4,99
CCOC(=O)C1=NS(=O)(=O)NC(C)=C1,1,105
O=c1cc(-c2ccc(OCc3ccccc3)cc2)oc2cc(OCc3ccccc3)cc(OCc3ccccc3)c12,6,90
CC(C)N(C(=O)[C@H]1C[C@H](CC(=O)NCC23CC4CC(CC(C4)C2)C3)C(=O)N2CCc3c([nH]c4cc(CCC(=O)N(C)C)ccc34)[C@]12C)C(C)C,0,121
Cc1cccc(C2=NN(c3ccccc3)[C@H](CO)[C@H]2c2ccc(F)cc2)c1,2,112
CCOC(=O)C1C(C(=O)OC)=C(c2ccc(OC)cc2)c2ccc(OC)cc2N1S(=O)(=O)C(F)(F)F (configuration not stated),1,101
Cc1ccc(C(=O)NC(Cc2ccc(C(C)(C)C)cc2)C(=O)O)cc1 (configuration not stated),3,108
O=C(C[C@H]1C[C@H](C(=O)N2CCCCC2)[C@@]2(CCc3ccccc3)c3[nH]c4ccc(Cl)cc4c3CCN2C1=O)NCc1cccc(C(F)(F)F)c1,5,92
CC(C)(C)c1ccc2c(c1)C(c1ccc3c(c1)OCO3)CC(=O)O2 (configuration not stated),0,88
CC[C@]12c3[nH]c4ccc(Cl)cc4c3CCN1C(=O)[C@@H](CC(=O)NC/C=C(\C)CCC=C(C)C)C[C@@H]2C(=O)N1CCN(C(=O)C2CC2)CC1,1,97
CCOC(=O)C1=C(C2=CCCCC2)c2ccc(OC)cc2N(S(=O)(=O)C(F)(F)F)C1C(=O)OCC (configuration not stated),12,109
COc1ccc(CNC(=O)C[C@H]2C[C@H](C(=O)N(C(C)C)C(C)C)[C@@]3(C)c4[nH]c5cc(CCC(=O)N(C)C)ccc5c4CCN3C2=O)cc1OC,2,85
COc1cc(OC)c2c(-c3cccc(-c4ccc(C(C)=O)cc4)c3)cc(=O)oc2c1,0,100
COc1cc(CCc2ccccc2)c(C(=O)O)c(O)c1C/C=C(/C)CCC=C(C)C,2,98
COc1ccc2[nH]c3c(c2c1)CCN1C(=O)C(CC(=O)NCc2ccco2)C[C@H](C(=O)N2CCOCC2)[C@@]31CCC1CCCC1 (some centres not stated),2,99
CCOC(=O)C1=C(C)c2ccccc2OC1C(=O)OCC (configuration not stated),22,86
CCCCNS(=O)(=O)CCNCCc1ccccc1,2,99
C[C@]12c3[nH]c4cc(-c5ccco5)ccc4c3CCN1C(=O)[C@@H](CC(=O)NCc1ccco1)C[C@@H]2C(=O)N1CCCCC1,8,97
O=C(N[C@@H](CCC/[N+]([O-])=C/c1ccccc1)C(=O)O)OCc1ccccc1,6,103
COc1cc(OC)c2c(-c3cccc(-c4ccc(OC(F)(F)F)cc4)c3)cc(=O)oc2c1,6,92
Cc1ccc(C)c(N2CCN(C(=O)CCc3nc(-c4ccccc4C(F)(F)F)no3)CC2)c1,0,83
O=c1oc2ccccc2c2c1ccc1ccccc12,0,84
COCCCNC(=O)C[C@H]1C[C@H](C(=O)N(C(C)C)C(C)C)[C@@]2(C)c3[nH]c4cc(-c5ccco5)ccc4c3CCN2C1=O,1,96
Cc1cccc(C2=NN(c3ccccc3)[C@@H](C(=O)N3CCOC3=O)[C@@H]2C)c1,0,91
O=C(COc1ccccc1)N[C@@H]1c2ccccc2CC[C@H]1OCc1ccccc1,7,94
CC[C@]12c3[nH]c4cc(CCC(=O)N(C)C)ccc4c3CCN1C(=O)[C@@H](CC(=O)NCc1ccco1)C[C@@H]2C(=O)N1CCN(C(=O)C2CC2)CC1,45*,96
COC(=O)[C@@]1(C)[C@H]2C(=O)N(C)C(=O)[C@H]2[C@H]2CN=C(SCC(=O)c3ccccc3)N21,0,94
Cc1ccc(C)c(N2CCN(C(=O)CCc3nc(-c4ccccc4Cl)no3)CC2)c1,1,98
CCOC(=O)C1=CN(Cc2cccc(F)c2)S(=O)(=O)NC1CCc1ccccc1 (configuration not stated),0,95
Cc1cccc([C@H]2[C@@H]3C=CC[C@@H](C)[C@@H]3C(=O)N2Cc2ccccc2)c1,0,105
COc1cc(CN(C2CC2)S(=O)(=O)c2ccccc2Br)cc(OC)c1,1,109
CCOC(=O)C1=CN(CC)S(=O)(=O)NC1c1ccc(C(F)(F)F)cc1 (configuration not stated),0,86
CCOC(=O)C1=CNS(=O)(=O)NC1c1ccc(OC(C)=O)cc1 (configuration not stated),0,86
COC(=O)CCCN1C(=O)NC(c2ccc(-c3ccccc3)cc2)C(C(=O)OCc2ccccc2)=C1C (configuration not stated),0,119

# Other structures follow.
SMILES,GRK2 inh,Yeast superoxide
COc1ccccc1[C@H]1C(c2cccc(Cl)c2)=NN(c2ccccc2)[C@@H]1CO,3,114
Cc1cccc(C2=NN(c3ccccc3)[C@H](CO)[C@H]2c2ccc(Cl)cc2)c1,0,100
O=C(Cc1cccs1)N[C@@H]1c2ccccc2CC[C@H]1OCc1ccccc1,0,85
CN(C)C(=O)CCc1ccc2c3c([nH]c2c1)[C@]1(C)[C@@H](C(=O)N2CCCCC2)C[C@H](CC(=O)NCCN2CCOCC2)C(=O)N1CC3,3,75
Cc1ccc(CN2C(=O)C[C@@H](NC(=O)OCC3c4ccccc4-c4ccccc43)C/C=C\C2c2ccc(C)cc2)cc1 (some centres not stated),5,121
CC(=O)c1ccc(-c2cccc(-c3cc(=O)oc4ccc(C(C)(C)C)cc34)c2)cc1,5,99
O=c1c2ccccc2oc2c1ccc1ccccc12,0,112
O=C(NOCc1ccccc1)c1cccc([N+](=O)[O-])c1,3,103
C[C@@H](NC(=O)Cn1cnc2c(NCc3ccccc3)ncnc21)c1cccc2ccccc12,25,91
O=C1[C@@H](Oc2ccccc2)[C@@H](c2ccncc2)N1c1ccncc1,0,95
CC[C@]12c3[nH]c4cc(CCC(=O)N(C)C)ccc4c3CCN1C(=O)[C@@H](CC(=O)NCCc1ccccn1)C[C@@H]2C(=O)N1CCN(C(=O)C2CC2)CC1,0,92
O=S1(=O)CCOC(CO)CN1Cc1ccc(Cl)c(Cl)c1 (configuration not stated),0,108
COc1ccc(CNC(=O)C[C@H]2C[C@H](C(=O)N(C(C)C)C(C)C)[C@@]3(C)c4[nH]c5ccc(Cl)cc5c4CCN3C2=O)cc1OC,3,88
CCN(CC)C(=O)[C@H]1CC(CC(=O)NCCCN(C)C)C(=O)N2CCc3c([nH]c4ccc(OC)cc34)[C@]12C (some centres not stated),2,89
Cc1ccc(NC(=O)c2ncn(CC(=O)NCc3ccc4c(c3)OCO4)n2)cc1C,0,95
CC[C@]12c3[nH]c4cc(-c5ccco5)ccc4c3CCN1C(=O)[C@@H](CC(=O)NCC13CC4CC(CC(C4)C1)C3)C[C@@H]2C(=O)N1CCN(C(=O)c2ccco2)CC1,1,110
Cc1ccc(C)c(N2CCN(C(=O)CCc3nc(-c4ccccc4F)no3)CC2)c1,1,111
NS(=O)(=O)c1ccc(N2N=C(c3ccccc3)CC2c2ccccc2Cl)cc1 (configuration not stated),0,96
CC[C@]12c3[nH]c4cc(-c5ccco5)ccc4c3CCN1C(=O)[C@@H](CC(=O)NC(C)(C)C)C[C@@H]2C(=O)N1CCN(C(=O)c2ccco2)CC1,0,106
COC(=O)[C@@]1(C)[C@H]2C(=O)N(Cc3ccccc3)C(=O)[C@H]2[C@H]2CN=C(SC)N21,1,101

# 7 compounds out of the list, arranged by length of the SMILES, lowest first:
SMILES,GRK2 inh,Yeast superoxide
O=c1c2ccccc2oc2c1ccc1ccccc12,0,112
O=C(NOCc1ccccc1)c1cccc([N+](=O)[O-])c1,3,103
O=C1[C@@H](Oc2ccccc2)[C@@H](c2ccncc2)N1c1ccncc1,0,95
Cc1ccc(C)c(N2CCN(C(=O)CCc3nc(-c4ccccc4F)no3)CC2)c1,1,111
COc1ccccc1[C@H]1C(c2cccc(Cl)c2)=NN(c2ccccc2)[C@@H]1CO,3,114
C[C@@H](NC(=O)Cn1cnc2c(NCc3ccccc3)ncnc21)c1cccc2ccccc12,25,91
CC[C@]12c3[nH]c4cc(-c5ccco5)ccc4c3CCN1C(=O)[C@@H](CC(=O)NC(C)(C)C)C[C@@H]2C(=O)N1CCN(C(=O)c2ccco2)CC1,0,106

# Other results.
SMILES,GRK2 inh,Yeast superoxide
COC(=O)[C@H](C(C)C)N(Cc1ccccc1)S(=O)(=O)CCN1CCCC1,35,94
COc1cc(O)c(C(=O)O)c(CCc2ccccc2)c1,3,111
C=C1c2ccccc2O[C@H](C(=O)OCC)[C@H]1OC,0,103
COc1ccc2c(c1)CN(C)S(=O)(=O)c1ccccc1-2,5,101
COc1ccc(-c2noc(CCC(=O)N3CCN(c4cccc(C)c4C)CC3)n2)cc1,19,101
CCOC(=O)C1C(C(C)=O)=C(c2ccccc2)c2ccccc2N1S(=O)(=O)C(F)(F)F (configuration not stated),6,97

# Six compounds out of the list above, arranged by the value under GRK2 inh, descending:
Structure | GRK2 inh
COC(=O)[C@H](C(C)C)N(Cc1ccccc1)S(=O)(=O)CCN1CCCC1 | 35
COc1ccc(-c2noc(CCC(=O)N3CCN(c4cccc(C)c4C)CC3)n2)cc1 | 19
CCOC(=O)C1C(C(C)=O)=C(c2ccccc2)c2ccccc2N1S(=O)(=O)C(F)(F)F (configuration not stated) | 6
COc1ccc2c(c1)CN(C)S(=O)(=O)c1ccccc1-2 | 5
COc1cc(O)c(C(=O)O)c(CCc2ccccc2)c1 | 3
C=C1c2ccccc2O[C@H](C(=O)OCC)[C@H]1OC | 0

# 2 neighbouring records already listed:
SMILES,GRK2 inh,Yeast superoxide
COc1cc(O)c(C(=O)O)c(CCc2ccccc2)c1,3,111
C=C1c2ccccc2O[C@H](C(=O)OCC)[C@H]1OC,0,103

# Assay outcomes: PubChem BioAssay, NMMLSC
